Screens from PubChem.
Jurkat NFkB inh – lowers PMA/ionomycin-induced NF-kB signal in Jurkat cells; 330,000 tested, 0.53% active; PMA/ionomycin-induced NF-kB luciferase reporter, luminescence; inhibition, % at 4 µM; in the data active = inhibition above about 50%
Mdm2 MdmX PPI – human Mdm2/MdmX binding inhibition. 330,000 tested, 3% active. inhibition, % at 8 µM. O15151+Q00987. SaOS-2 split-luciferase Mdm2/MdmX complementation, luminescence. AID 485346;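 active = inhibition of at least 50% at 8 µM in the primary screen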
Target sequence (O15151 whole entry, looked up): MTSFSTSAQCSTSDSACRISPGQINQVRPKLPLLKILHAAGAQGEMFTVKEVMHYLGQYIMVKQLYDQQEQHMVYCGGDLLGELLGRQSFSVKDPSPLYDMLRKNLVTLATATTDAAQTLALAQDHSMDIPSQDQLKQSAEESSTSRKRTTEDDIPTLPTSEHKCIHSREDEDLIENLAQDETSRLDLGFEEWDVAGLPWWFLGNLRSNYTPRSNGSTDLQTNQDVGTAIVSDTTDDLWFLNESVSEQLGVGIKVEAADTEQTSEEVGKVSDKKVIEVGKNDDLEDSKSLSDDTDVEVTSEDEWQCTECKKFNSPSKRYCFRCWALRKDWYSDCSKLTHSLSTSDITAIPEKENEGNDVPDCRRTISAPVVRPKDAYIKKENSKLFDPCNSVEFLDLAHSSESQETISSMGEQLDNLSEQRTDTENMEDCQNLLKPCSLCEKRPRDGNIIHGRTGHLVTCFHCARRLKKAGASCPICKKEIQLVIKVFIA
Target sequence (Q00987 whole entry, looked up): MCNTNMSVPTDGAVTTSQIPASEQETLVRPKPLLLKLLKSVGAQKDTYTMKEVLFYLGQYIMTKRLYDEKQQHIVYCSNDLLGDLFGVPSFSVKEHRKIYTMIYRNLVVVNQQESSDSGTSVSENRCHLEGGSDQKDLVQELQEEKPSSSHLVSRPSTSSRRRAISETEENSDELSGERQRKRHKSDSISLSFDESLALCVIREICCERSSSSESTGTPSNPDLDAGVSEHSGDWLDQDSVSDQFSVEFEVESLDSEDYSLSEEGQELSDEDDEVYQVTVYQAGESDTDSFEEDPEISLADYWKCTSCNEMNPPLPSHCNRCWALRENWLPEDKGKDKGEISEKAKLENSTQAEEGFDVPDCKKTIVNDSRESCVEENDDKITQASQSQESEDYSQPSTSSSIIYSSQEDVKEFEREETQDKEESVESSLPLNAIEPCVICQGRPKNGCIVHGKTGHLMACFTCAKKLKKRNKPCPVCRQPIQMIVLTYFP
tim10-1 inh – inhibits growth of tim10-1 mutant yeast; AID 463190; inhibition, % at 20 µM; S. cerevisiae tim10-1 ts strain growth, BacTiter-Glo, 24 h; 330,000 tested, 2.2% active;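 active = inhibition of at least 40%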;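 note: mutant grown at 25 °C; 0% = DMSO wells with yeast and 100% = wells holding no yeast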
UPR CHOP act – activators of apoptotic arm of unfolded protein response (CHOP); CHO-CHOP luciferase reporter, UPR activation, luminescence; percent of tunicamycin response over DMSO baseline; 330,000 tested, 0.34% active; activation, % at 10 µM;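 active = at 10 µM dose, activation of 40% or more, normalized to positive control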;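 note: 100% = tunicamycin at 10 µg/mL and 0% = DMSO alone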
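System: CHO CHOP reporter cells. Amount: 500 cells per well. Buffer or medium: F12 medium, 10% FBS. Compound dosing: one dose, 10 µM in 0.5% DMSO. Incubation: 6 h compound exposure at 37 °C after overnight seeding. Technique: Steady-Glo luciferase luminescence. Benchmarks: tunicamycin and DMSO controls.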
UPR XBP1 act – activators of adaptive arm of unfolded protein response (XBP1); activation, % at 20 µM; CHO-XBP1 luciferase reporter, IRE1-XBP1 UPR activation, luminescence; percent of tunicamycin response, DMSO as zero; 330,000 tested, 0.33% active; AID 463104;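 active = versus positive control, 20 µM dose yields 30% or more activation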;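 note: 100% = tunicamycin at 10 µg/mL and 0% = DMSO only wells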
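incubation = overnight seeding at 37 °C, 6 h compound treatment at 37 °C | assay system = CHO-XBP1 cells stably carrying IRE1-XBP1-driven luciferase reporter | input = 1000 cells per well | detection = luciferase luminescence | dosing = single point, 20 µM final compound, 1% DMSO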
TIM10 inh – growth inhibitors of TIM10 yeast strain; AID 463195; S. cerevisiae TIM10 strain growth, BacTiter-Glo luminescence, 24 h; inhibition, % at 10 µM; 330,000 tested, 1.4% active;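 active = inhibition of 40% or more at the single tested concentration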;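 note: wild-type TIM10 isogenic control strain grown at permissive 25 °C; 0% = DMSO yeast wells and 100% = minimal medium wells without yeast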
tim23-1 inh – tim23-1 yeast growth inhibition; inhibition, % at 20 µM; 330,000 tested, 1.3% active; AID 463212; S. cerevisiae tim23-1 growth, BacTiter-Glo luminescence, 24 h;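 active = growth inhibition of the mutant yeast at or above 50%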;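 note: temperature-sensitive mutant grown at 25 °C; plate controls were DMSO-treated mutant yeast for no effect and medium wells lacking yeast for full effect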
697 NFkB inh – inhibitors of the PMA/ionomycin-induced NF-kB reporter in 697 B cells; 697 B-cell NF-kB luciferase reporter, 16 h; inhibition, % at 4 µM; 330,000 tested, 0.33% active; in the data active = inhibition above about 35%
Starred values were filed as active, the others as inactive; · = no result given.

SMILES	Jurkat NFkB inh	Mdm2 MdmX PPI	tim10-1 inh	UPR CHOP act	UPR XBP1 act	TIM10 inh	tim23-1 inh	697 NFkB inh
COCCn1c(C)cc(C(=O)COC(=O)c2ccccc2Br)c1C	-76	80*	12	-7.8	-11	27	33	-83
COc1cccc(NC(=O)Cc2nnc(SCCOc3ccccc3)n2C)c1	6	16	21	2.8	-2	6	20	-3
CCOc1ccc2[nH]c(=O)c(C(c3nnnn3Cc3ccco3)N3CCC(C)CC3)cc2c1 (stereo not drawn)	5	-17	17	-0.7	1	3	19	15
C[C@@H]1CN([C@H](C)CO)C(=O)c2cc(NC(=O)Nc3ccc(C(F)(F)F)cc3)ccc2O[C@H]1CN(C)S(=O)(=O)c1ccccc1	0	74*	6	0.2	-1	-1	18	22
O=C(CN(Cc1ccco1)C(=O)CNS(=O)(=O)c1ccc(F)cc1)NCc1ccc(F)cc1	-25	16	-7	-0.1	-2	5	-11	-5
COc1cccc(CC2(CO)CCN(Cc3ccc(NC(C)=O)cc3)CC2)c1	11	2	5	0.6	-2	5	5	3
O=C(COC(=O)c1ccc(Cl)c(S(=O)(=O)N2CCCCCC2)c1)Nc1ccccc1	-10	-3	12	2.1	1	7	25	-26
O=C(CN(Cc1ccccc1)S(=O)(=O)c1ccccc1)N/N=C/c1ccccc1C(=O)O	-10	-15	4	3.7	0	17	14	5
COc1cc(N=c2c([N+](=O)[O-])nn(-c3ccc4c(c3)OCCO4)n2O)cc(OC)c1	-9	59*	6	1.2	1	6	8	-34
COC(CN(C)C(=O)C1CCC(CNS(=O)(=O)c2ccccc2)CC1)OC (stereo not drawn)	15	-12	-1	-1.7	-4	6	-7	19

Results in UPR CHOP act and 697 NFkB inh, for some of the entries so far:
SMILES	UPR CHOP act	697 NFkB inh
C[C@@H]1CN([C@H](C)CO)C(=O)c2cc(NC(=O)Nc3ccc(C(F)(F)F)cc3)ccc2O[C@H]1CN(C)S(=O)(=O)c1ccccc1	0.2	22
O=C(CN(Cc1ccco1)C(=O)CNS(=O)(=O)c1ccc(F)cc1)NCc1ccc(F)cc1	-0.1	-5

New compounds follow.
SMILES	Jurkat NFkB inh	Mdm2 MdmX PPI	tim10-1 inh	UPR CHOP act	UPR XBP1 act	TIM10 inh	tim23-1 inh	697 NFkB inh
CCCN1CNC(=S)N(CCc2ccccc2)C1	9	8	10	-0.7	2	12	14	5
N#CC1=C(N)N(c2ccccc2)C(=O)C1	-22	13	6	-3.7	1	-14	-5	-7
O=C(CSc1nnc2scc(-c3ccccc3)n12)N1CCN(Cc2ccccc2)CC1	-7	2	28	-0.1	-2	3	6	-9
CCOC(=O)Cc1csc(SC(C)C(=O)NCC(=O)Nc2ccc(F)c(F)c2F)n1 (stereo not drawn)	-4	4	-10	0.1	-4	2	-7	-14
O=C(O)c1sccc1Oc1ccc(NS(=O)(=O)c2cccc(F)c2)cc1	-11	-1	4	2.6	-1	-12	7	1
CCN1CCN(C(=O)C2CCCN(S(=O)(=O)c3cc(Cl)ccc3Cl)C2)CC1 (stereo not drawn)	-1	-6	-2	2.7	-1	2	1	-41
O=C(Nc1ccc(Nc2ccccc2)cc1)C(Cl)(Cl)Cl	-15	-11	-53	2.6	3	29	43	-1
O=[N+]([O-])c1ccc2c(c1)Nc1nc3ccccc3nc1N2	-27	-43	60*	9.0	1	80*	60*	-60
Cc1cc(C)c(NC(=O)CNC(=O)c2ccc(-n3cncn3)c([N+](=O)[O-])c2)c(C)c1	-12	-4	7	-1.1	-2	1	1	-5
CC(=O)N1N=C(c2ccco2)CC1c1ccco1 (stereo not drawn)	4	7	-1	2.1	0	-4	5	1
CCCCCOC(=O)Cn1c(=O)oc2ccc(C)cc21	19	-10	26	3.9	1	-6	29	-74
COc1cccc(OC)c1C(=O)Nc1cccc(-c2ccc(N3CCOCC3)nn2)c1	-37	5	0	0.1	1	-4	-7	-64
CN(C)C(=O)CNc1n[nH]c(=S)[nH]c1=O	6	-26	-3	-0.6	3	1	9	6
CCCN(CC(=O)Nc1cc(Cl)ccc1Cl)C(=O)CN1C(=O)C2CCCCC2C1=O (stereo not drawn)	0	21	23	-0.3	-5	3	15	15
CCOc1ccc(NC(=O)CCN2C(=O)CSc3ccccc32)cc1	-15	6	-11	-2.1	-2	-3	16	10
COc1ccccc1/C=C/C(=O)Nc1ccc(S(=O)(=O)Nc2cc(C)on2)cc1	3	34	11	1.1	-5	16	5	-10
C=CCN=C1NN=C(c2cc(C)n(CC=C)c2C)CS1	-33	87*	22	-10	-7	-8	20	-62
Cc1ccc2nc(Br)c3c(c2c1)OC(CBr)C3 (stereo not drawn)	-4	-5	8	1.0	-2	15	39	-4
Cc1ccc(S(=O)(=O)Nc2cccnc2)cc1	-25	15	1	0.2	1	-3	0	-5
O=C(CCCCCN1C(=O)[C@@H]2Cc3ccccc3CN2C1=O)Nc1ccccc1F	-5	12	21	1.0	-3	13	25	-14
Cc1cc(-c2ccccc2C(=O)NC2CCCCC2)on1	-2	-15	-10	0.1	-1	-1	5	-7
CCc1nc2ccccc2n1CC(=O)OCC(=O)N(CC(C)C)c1c(N)n(Cc2ccccc2)c(=O)[nH]c1=O	9	9	2	1.8	-3	-2	5	15
O=[N+]([O-])c1ccc2[nH]c3nc4ccccc4nc3c2c1	-15	21	23	2.2	2	-26	1	-11
OC(C#CCN1CCCCC1)c1ccccc1 (stereo not drawn)	17	5	13	1.6	-3	2	3	10
Cc1cc(C)cc(NC(=O)CSc2nc3ccccc3nc2N2CCCC2)c1	23	12	4	2.7	-1	0	15	5
CC(C)(C)C(=O)N1CCN(c2ccc(Cl)cc2[N+](=O)[O-])CC1	11	-31	28	4.4	3	3	25	-18
OCCNc1ncnc2c1nnn2Cc1ccccc1	-11	4	-8	1.8	-4	1	-7	10
CCOc1ccccc1-n1c(SCC(=O)N2CCOCC2)nnc1-c1ccccn1	-1	-15	13	0.3	-1	-15	6	11
COc1ccccc1N1CCN(C2CCCC(C)C2)CC1 (stereo not drawn)	-15	12	0	1.2	-2	-5	-7	-11
COc1cc2c(cc1NC(=O)CSc1nccn1C)oc1ccccc12	-48	-51	38	2.2	8	28	33	-54
CCCCn1c(SCC(=O)NC2CCS(=O)(=O)C2)nc2ccccc2c1=O (stereo not drawn)	-8	3	2	-1.4	-2	12	10	13
COc1ccc(N2CC(C(=O)N(C)CC(=O)Nc3ccc(Cl)c(C(F)(F)F)c3)CC2=O)c(OC)c1 (stereo not drawn)	16	13	1	0.2	-1	2	-2	6
CCOC(=O)C1CCCCN1C(=O)c1ccc2nc(Cc3ccc(OC)cc3)oc2c1 (stereo not drawn)	7	23	23	0.6	-2	18	26	13
Cc1ccc(OCC(=O)Nc2ccccc2C(=O)NC2CC2)cc1C	-6	6	10	0.4	-7	-3	12	-3
CCOc1ccc(NC(=O)C(=O)NCCN2CCN(C(=O)c3ccc(C)cc3)CC2)cc1	20	26	-11	1.8	-2	6	11	21
O=C(NCCS(=O)(=O)N1CCCCC1)c1ccccc1	5	6	-9	0.5	-2	-11	-16	1
COc1cccc(CNS(=O)(=O)c2cc3c(cc2Cl)NC(=O)CO3)c1	7	15	-15	0.6	-2	-2	-8	9
O=C(c1cc(-c2ccc(F)cc2)on1)N1CCCC1	-123	-90	9	-1.1	-2	-6	19	-90
CCc1ccc(-c2ccc(SCc3ccccn3)nn2)cc1	-48	-88	16	4.8	3	12	17	-70
CCOc1ccc(N2CC(C(=O)NCC(=O)Nc3ccc(F)c(F)c3F)CC2=O)cc1 (stereo not drawn)	-1	5	-3	1.6	1	5	-4	5
Cc1ccc(NS(=O)(=O)c2ccc(C(=O)NCC(c3ccco3)N(C)C)cc2)cc1 (stereo not drawn)	7	25	22	2.6	0	4	14	-3
COc1ccc(NC(=O)C2CCCN(C(=O)c3ccc(Cl)cc3)C2)cc1Cl (stereo not drawn)	0	18	1	3.4	-1	2	24	2
CC(=O)Nc1ccc(NC(=O)C2CC(=O)Nc3nc4ccccc4n32)cc1 (stereo not drawn)	8	-6	0	0.7	0	-2	1	-20
Cc1cc(C)cc(C(=O)NCCn2cc(SCC(=O)N3CCOCC3)c3ccccc32)c1	-11	8	18	-3.1	-6	-9	11	-1
CCOc1ccccc1/C=N/NC(=O)c1nnn(-c2nonc2N)c1CN1CCCCCC1	4	2	14	0.6	-1	4	5	-14
O=C(CCc1ccccc1)N[C@@H]1c2ccccc2CC[C@@H]1OCc1ccccc1	·	7	22	2.4	3	1	37	4
CCCCN1C(=O)/C(=C/C=C2/C=Cc3ccccc3N2CC)SC1=S	14	65*	6	-2.1	7	3	35	22
S=c1[nH]nc(CSCc2ccccc2Cl)n1-c1ccccc1	-13	14	46*	0.6	-1	15	23	-22
O=C(CSc1nnc(-c2ccncc2)n1Cc1ccco1)Nc1cccc(O)c1	-17	17	-5	-1.4	-3	-2	-32	2
O=C(CCl)Nc1cc(S(=O)(=O)N2CCOCC2)ccc1N1CCOCC1	20	23	-5	0.5	-1	-5	0	6

Some of these compounds in order of formula weight, descending:
SMILES	Jurkat NFkB inh	Mdm2 MdmX PPI	tim10-1 inh	UPR CHOP act	UPR XBP1 act	TIM10 inh	tim23-1 inh	697 NFkB inh
CCOc1ccccc1/C=N/NC(=O)c1nnn(-c2nonc2N)c1CN1CCCCCC1	4	2	14	0.6	-1	4	5	-14
Cc1cc(C)cc(C(=O)NCCn2cc(SCC(=O)N3CCOCC3)c3ccccc32)c1	-11	8	18	-3.1	-6	-9	11	-1
CCOc1ccc(NC(=O)C(=O)NCCN2CCN(C(=O)c3ccc(C)cc3)CC2)cc1	20	26	-11	1.8	-2	6	11	21
CCOc1ccc(N2CC(C(=O)NCC(=O)Nc3ccc(F)c(F)c3F)CC2=O)cc1 (stereo not drawn)	-1	5	-3	1.6	1	5	-4	5
Cc1ccc(NS(=O)(=O)c2ccc(C(=O)NCC(c3ccco3)N(C)C)cc2)cc1 (stereo not drawn)	7	25	22	2.6	0	4	14	-3
CCOC(=O)C1CCCCN1C(=O)c1ccc2nc(Cc3ccc(OC)cc3)oc2c1 (stereo not drawn)	7	23	23	0.6	-2	18	26	13
COc1ccc(NC(=O)C2CCCN(C(=O)c3ccc(Cl)cc3)C2)cc1Cl (stereo not drawn)	0	18	1	3.4	-1	2	24	2
O=C(CCl)Nc1cc(S(=O)(=O)N2CCOCC2)ccc1N1CCOCC1	20	23	-5	0.5	-1	-5	0	6
O=C(CCc1ccccc1)N[C@@H]1c2ccccc2CC[C@@H]1OCc1ccccc1	·	7	22	2.4	3	1	37	4
CCCCN1C(=O)/C(=C/C=C2/C=Cc3ccccc3N2CC)SC1=S	14	65*	6	-2.1	7	3	35	22
CC(=O)Nc1ccc(NC(=O)C2CC(=O)Nc3nc4ccccc4n32)cc1 (stereo not drawn)	8	-6	0	0.7	0	-2	1	-20
S=c1[nH]nc(CSCc2ccccc2Cl)n1-c1ccccc1	-13	14	46*	0.6	-1	15	23	-22
Cc1ccc(OCC(=O)Nc2ccccc2C(=O)NC2CC2)cc1C	-6	6	10	0.4	-7	-3	12	-3
CCc1ccc(-c2ccc(SCc3ccccn3)nn2)cc1	-48	-88	16	4.8	3	12	17	-70
O=C(NCCS(=O)(=O)N1CCCCC1)c1ccccc1	5	6	-9	0.5	-2	-11	-16	1
O=C(c1cc(-c2ccc(F)cc2)on1)N1CCCC1	-123	-90	9	-1.1	-2	-6	19	-90
